Gli-Sufu block: antagonists of Gli-Sufu signaling. AID 588413. hit rate 0.74% among 340,000. Sufu-KO-LIGHT fibroblasts, Gli luciferase reporter luminescence. inhibition, % at 5 µM;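 active means inhibition above about 55%, limit read from the data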;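 further: 0% = DMSO-treated cells and 100% = wells with medium but no cells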
SENP8 inh: SENP8 protease inhibition; purified SENP8, Z-RLRGG-aminoluciferin cleavage, luminescence; inhibition, % at 10 µM; hit rate 1.2% among 330,000
CCR6 antag: blocks CCL20-driven beta-arrestin recruitment at human CCR6; P51684; CHO-K1 CCR6 PathHunter beta-arrestin, luminescence, CCL20-stimulated; inhibition, % at 20 µM; hit rate 0.49% among 340,000; AID 493098;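 active means compounds whose inhibition of the agonist-driven luminescence signal at 20 µM reaches about 50%, limit read from the data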;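 further: cells stimulated with CCL20 at 14 nM final; plate controls were DMSO with CCL20 for no effect and DMSO without agonist for full effect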
Jurkat NFkB inh: lowers PMA/ionomycin-induced NF-kB signal in Jurkat cells | PMA/ionomycin-induced NF-kB luciferase reporter, luminescence | inhibition, % at 4 µM | hit rate 0.53% among 330,000 | AID 435003
Apaf1 inhib: inhibitors of human Apaf-1 apoptosome | inhibition, % at 20 µM | O14727 | reconstituted apoptosome caspase-3 activity, DEVD-Rh110 fluorescence | hit rate 0.71% among 330,000; active means inhibition of at least 40% at 20 µM;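 further: plate controls were DMSO wells for no effect and DEVD-CHO caspase inhibitor wells for full effect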
Target sequence (O14727 whole entry, looked up): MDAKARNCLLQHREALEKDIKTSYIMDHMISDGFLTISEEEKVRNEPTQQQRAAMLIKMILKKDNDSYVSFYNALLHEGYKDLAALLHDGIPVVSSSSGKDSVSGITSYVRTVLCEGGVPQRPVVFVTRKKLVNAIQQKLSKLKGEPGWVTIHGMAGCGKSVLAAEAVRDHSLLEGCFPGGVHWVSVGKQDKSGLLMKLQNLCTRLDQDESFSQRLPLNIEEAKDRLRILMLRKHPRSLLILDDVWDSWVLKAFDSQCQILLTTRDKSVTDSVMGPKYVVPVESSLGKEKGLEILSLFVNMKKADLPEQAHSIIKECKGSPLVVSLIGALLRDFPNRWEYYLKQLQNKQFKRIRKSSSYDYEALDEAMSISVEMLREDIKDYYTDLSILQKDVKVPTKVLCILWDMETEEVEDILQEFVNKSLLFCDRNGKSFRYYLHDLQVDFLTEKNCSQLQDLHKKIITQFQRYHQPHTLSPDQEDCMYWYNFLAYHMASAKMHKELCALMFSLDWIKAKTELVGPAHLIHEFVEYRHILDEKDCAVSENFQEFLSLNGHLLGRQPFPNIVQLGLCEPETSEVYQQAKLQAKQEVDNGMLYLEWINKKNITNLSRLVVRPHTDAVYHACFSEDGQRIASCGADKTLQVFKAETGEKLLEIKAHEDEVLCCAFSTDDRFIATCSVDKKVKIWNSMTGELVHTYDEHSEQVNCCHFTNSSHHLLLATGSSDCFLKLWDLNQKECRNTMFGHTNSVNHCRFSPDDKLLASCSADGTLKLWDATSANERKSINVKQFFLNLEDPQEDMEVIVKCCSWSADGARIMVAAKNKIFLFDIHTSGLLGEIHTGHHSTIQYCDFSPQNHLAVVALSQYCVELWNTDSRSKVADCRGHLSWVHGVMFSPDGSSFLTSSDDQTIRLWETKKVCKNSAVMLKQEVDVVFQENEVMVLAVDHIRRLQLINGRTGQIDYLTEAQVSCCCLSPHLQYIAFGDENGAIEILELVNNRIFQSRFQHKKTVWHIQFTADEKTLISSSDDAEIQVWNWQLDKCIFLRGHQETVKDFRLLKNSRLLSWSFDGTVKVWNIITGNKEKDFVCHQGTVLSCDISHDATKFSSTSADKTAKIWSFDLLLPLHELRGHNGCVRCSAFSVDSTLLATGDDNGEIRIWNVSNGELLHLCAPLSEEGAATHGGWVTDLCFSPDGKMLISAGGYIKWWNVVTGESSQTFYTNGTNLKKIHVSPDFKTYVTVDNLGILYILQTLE
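Material: cell-free apoptosome with Apaf-1, procaspase-3 and caspase-9; Buffer or medium: Hepes pH 7.5 with detergent and BSA; Reagent: cytochrome c trigger plus (Z-DEVD)2-Rh110 caspase-3 substrate; Times: compound with Apaf-1, dATP, procaspase-3 30 min, then 50 min reaction, room temperature; Technique: Rh110 fluorescence intensity.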
697 NFkB inh: lowers PMA/ionomycin-induced NF-kB signal in 697 B cells. hit rate 0.33% among 330,000. inhibition, % at 4 µM. 697 B-cell NF-kB luciferase reporter, 16 h; in the data active means inhibition above about 35%
EBI2 block: blocks human EBI2 receptor beta-arrestin signaling. P32249. EBI2 beta-arrestin recruitment, luminescence, 7a,25-OHC stimulated. inhibition, % at 5 µM. hit rate 0.81% among 360,000; in the data active means inhibition above about 38%;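 further: enzyme fragment complementation signal reports receptor beta-arrestin coupling in cells; 0% = agonist plus DMSO wells and 100% = wells without agonist; some results beyond the cut were filed as inactive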
UBC13 inh: human UBC13 polyubiquitination inhibition. hit rate 0.47% among 330,000. UBC13 polyubiquitin chain formation, TR-FRET. inhibition, % at 20 µM. P61088; in the data active means inhibition above about 45%, passing the limit was not always enough
An asterisk follows results filed as active; · = not tested or not shown. Unless noted, no stated cut-off is given here; in the data, active means inhibition above about 50%; inactive means the rest. A portion of the library (hit frequency here may not be typical).

SMILES	Gli-Sufu block	SENP8 inh	CCR6 antag	Jurkat NFkB inh	Apaf1 inhib	697 NFkB inh	EBI2 block	UBC13 inh
COc1ccc(CN2CC(=O)N(c3ccc(C)c(C)c3)C2=S)cc1OC	-8	-9	4	1	12	-1	0	-4
COc1ccc(NC(=O)COc2ccc(C(=O)OCC(=O)N(C(C)C)C(C)C)cc2OC)cc1	-14	0	29	-13	-7	15	-1	5
CCc1ccc(N=CC23c4ccccc4C(c4ccccc42)C2C(=O)N(c4ccc(OC)cc4)C(=O)C23)cc1 (centres undefined)	9	0	2	-4	20	-44	5	-2
COc1ccccc1C(=O)N1CCN(Cc2ccc3c(c2)OCO3)CC1	8	3	-6	2	-7	13	3	2
Cc1onc(-c2ccccc2)c1C(=O)NC(=S)NNC(=O)c1ccc(O)cc1O	14	0	29	12	-10	-12	6	-3
O=C(O)CCNC(=O)/C(=C\C=C\c1ccccc1)NC(=O)c1ccccc1	7	-13	2	-5	-29	20	-5	-7
C=C[C@@]1(C)CC(=O)[C@]2(O)[C@@]3(C)[C@@H](O)CCC(C)(C)[C@@H]3[C@H](OC(C)=O)[C@H](O)[C@@]2(C)O1	6	-8	9	-13	6	-28	-14	3
CC1CN(C2=Nc3cccc4cccc2c34)CC(C)O1 (centres undefined)	·	21	4	-7	-1	-2	-2	-26
Cc1nn(-c2ccc(C(=O)O)cc2)c2c1C(=O)CC(C)(C)C2	-1	-4	-2	-5	-5	-5	-7	-10
O=C(c1cccs1)N1CCC(c2nc3c(nnn3Cc3cccc(Cl)c3)c(=O)[nH]2)CC1	-1	-5	7	-5	26	-12	5	30
COc1ccccc1CNC(=O)c1cc(-c2ccccc2C)n(CC2CC(c3cccc([N+](=O)[O-])c3)=NO2)n1 (centres undefined)	18	1	8	5	8	9	17	-15
COCCNC(=O)c1c(N)n(CCCn2ccnc2)c2nc3ccccc3nc12	5	28	1	-8	94*	-12	-2	-14
CC(=O)c1c(C)[nH]c(C(=O)OCC(=O)Nc2c(C)n(C)n(-c3ccccc3)c2=O)c1C	-3	5	6	8	1	7	9	0
Cc1ccc(O)c(NC(=O)c2cc(-c3ccco3)on2)c1	37	38	17	96*	10	-3	-2	4
CC1(C)CC(=O)C2=C(C1)N(c1ccccc1)C(N)=C(C#N)C2c1cccnc1 (centres undefined)	-2	-6	-6	8	-11	-25	7	-9

Reprinted at random: seven entries already listed, in no set order.
SMILES	Gli-Sufu block	SENP8 inh	CCR6 antag	Jurkat NFkB inh	Apaf1 inhib	697 NFkB inh	EBI2 block	UBC13 inh
CC(=O)c1c(C)[nH]c(C(=O)OCC(=O)Nc2c(C)n(C)n(-c3ccccc3)c2=O)c1C	-3	5	6	8	1	7	9	0
COc1ccccc1CNC(=O)c1cc(-c2ccccc2C)n(CC2CC(c3cccc([N+](=O)[O-])c3)=NO2)n1 (centres undefined)	18	1	8	5	8	9	17	-15
Cc1nn(-c2ccc(C(=O)O)cc2)c2c1C(=O)CC(C)(C)C2	-1	-4	-2	-5	-5	-5	-7	-10
CC1(C)CC(=O)C2=C(C1)N(c1ccccc1)C(N)=C(C#N)C2c1cccnc1 (centres undefined)	-2	-6	-6	8	-11	-25	7	-9
COc1ccc(NC(=O)COc2ccc(C(=O)OCC(=O)N(C(C)C)C(C)C)cc2OC)cc1	-14	0	29	-13	-7	15	-1	5
COc1ccccc1C(=O)N1CCN(Cc2ccc3c(c2)OCO3)CC1	8	3	-6	2	-7	13	3	2
Cc1onc(-c2ccccc2)c1C(=O)NC(=S)NNC(=O)c1ccc(O)cc1O	14	0	29	12	-10	-12	6	-3

Later entries.
SMILES	Gli-Sufu block	SENP8 inh	CCR6 antag	Jurkat NFkB inh	Apaf1 inhib	697 NFkB inh	EBI2 block	UBC13 inh
Cc1cccc(NC(=O)CCc2nc3sc4c(c3c(=O)[nH]2)CCCC4)c1	2	-1	18	9	4	-6	0	4
C=CCn1c(SCC(=O)NCc2ccccc2)nnc1C1CCCCC1	25	-2	16	0	0	20	3	9
Cc1coc2cc3oc(=O)ccc3cc12	-41	-4	-5	-12	2	-3	1	12
COCCCNC(=S)NC(=O)c1ccc([N+](=O)[O-])cc1	-12	0	-4	2	-2	-6	-6	-7
COC(=O)C1=C(C)N(CCCCCC(=O)O)C(=O)NC1c1ccccc1 (centres undefined)	-9	-10	1	-10	-4	0	-8	1
Cc1c2c([n+]3n1CCC3)CC(C)(C)CC2=O	1	8	-12	-10	-5	6	-1	-1
C=C(C)CC1N(c2cccc(OC)c2)C(=O)C2C(C(=O)O)C3C=CC21O3 (centres undefined)	-1	-6	-7	4	-7	0	-3	-2
O=C(COC(=O)c1ccccc1NC(=O)c1ccco1)NCC1CCCCC1	4	-10	6	-8	18	4	18	-4
COc1cc(Cl)c(C)cc1NC(=O)CCNC(=O)c1ccco1	-6	0	13	11	5	-2	6	-6
COc1cccc(NC(=S)N2CCN(C(c3ccccc3)c3ccccc3)CC2)c1	18	-13	-6	-9	23	-61	0	-20
COC(=O)c1ccc(C2NC(=O)c3ccccc3O2)cc1 (centres undefined)	-25	5	8	-10	-1	18	10	4
O=C(CCNC(=O)c1ccc(Br)cc1)NNC(=O)c1ccccc1O	-4	6	15	21	-7	16	4	2
O=c1c(-c2ccc(F)cc2)coc2cc(O)ccc12	-80	82*	2	-50	-5	-267	-2	3
O=C(NCCC1CCCCN1S(=O)(=O)c1ccc(F)cc1)C(=O)Nc1ccccc1 (centres undefined)	0	-3	10	3	9	9	12	2
CCOC(=O)CNC(=O)c1cccnc1	-6	5	7	0	-14	8	-5	4
CC1CCCN(CC(=O)Nc2ccc(S(=O)(=O)N3CCCC3)cc2)C1 (centres undefined)	8	-3	1	1	7	-15	7	-6
CC(=O)NC(NC(C)=O)c1cccc(OCc2ccccc2)c1	-5	-2	-2	18	-1	2	-7	7
CCCc1ccc(C#N)c(SC2CC(=O)N(c3ccc(OC)cc3)C2=O)n1 (centres undefined)	-15	8	15	5	8	13	-6	-7
COc1ccccc1C(=O)NNC(=O)CCCN1C(=O)/C(=C/c2cccs2)SC1=S	23	5	23	10	7	2	5	-11
O=C(NC1=NCCS1)C1Cc2ccccc2CN1C(=O)c1ccccc1 (centres undefined)	-8	2	7	-29	-3	-17	-1	1
C#CCOCCOCCOCCNc1nc(N2CCN(C(=O)[C@H](CCC(=O)O)n3cc(C(N)Cc4ccc(O)cc4)nn3)CC2)nc(N2CCN(C(=O)[C@H](CCC(=O)O)n3cc(C(N)Cc4ccc(O)cc4)nn3)CC2)n1 (some centres undefined)	-8	-12	1	4	-3	19	·	-6
COCc1nnc(NC(=O)c2cc(OC)c(OC)cc2[N+](=O)[O-])s1	-3	-2	10	-6	12	26	1	-9
O=C(c1cccc(Cl)c1)N1CCN(C2CCCCCC2)CC1	1	-10	-6	-4	-5	15	8	-2
O=S(=O)(Nc1nc2ccccc2nc1-[n+]1cccc(N=C([O-])c2ccc(Cl)cc2)c1)c1ccccc1	6	-7	5	0	16	0	·	-11
O=P(OCC1CC1)(c1ccccc1)c1ccccc1	-1	-9	6	-13	8	5	-5	-11
O=C(NCC(=O)N1CCN(Cc2ccccc2)CC1)c1ccc(Br)cc1	8	-6	-6	4	4	-40	4	-8
COc1cccc(CN(CC(=O)NCc2ccccc2)C(=O)c2csnn2)c1	-38	-1	10	12	2	5	7	5
CCN(c1cccc(C)c1)S(=O)(=O)c1cc2c3c(c1)CCC(=O)N3CCC2	6	-3	12	11	17	-1	10	4
CCc1[nH]nc(C(=O)NC2CCCN(Cc3ccccc3F)C2)c1C (centres undefined)	10	1	-4	-10	3	-8	-5	5
N#Cc1nc(Cc2cccc3ccccc23)oc1NCC1CCCO1 (centres undefined)	6	-3	3	4	0	17	11	1
CCC(=O)N1CCN(c2nc(C)nc3sc(C)c(C)c23)CC1	2	2	10	6	-19	-6	-6	-1
Cc1ccc2[nH]c(=O)c(CN(CC3CCCO3)S(=O)(=O)c3cccc4nsnc34)cc2c1 (centres undefined)	-1	-2	-3	14	0	7	2	2
Cc1ccc(C(=O)NNC(=O)c2cccc(Br)c2)cc1	-25	3	13	-3	4	-26	-8	2
O=C(Nc1ccc(Oc2ccc(Cl)cc2)cc1)c1ncn[nH]1	-8	-11	-7	-2	2	2	-4	6
CCC(CO)Oc1cc(NC(=O)c2cccc([N+](=O)[O-])c2)c2ncn(C(C)C)c2c1 (centres undefined)	4	4	-6	4	25	-3	0	-3
CCN(CC)C(=O)c1cncc(C(=O)N(CC)CC)c1-c1ccccc1	6	-10	6	8	8	-4	-6	-12
CCOCc1c(C(=O)Nc2ccc(OC)nc2)oc2ccccc12	-7	-5	16	3	3	2	1	3
O=C(Nc1ccc(Br)cc1)c1ccc(F)c(S(=O)(=O)N2CCN(c3ccccn3)CC2)c1	40	-4	5	25	-9	-28	8	1
COc1cc(C(=O)Nc2cc(Cl)ccc2C)c(-n2cnnn2)cc1OC	0	6	14	-7	10	1	0	-1
CCn1cc(C(=O)Nc2ccc(C)cc2[N+](=O)[O-])c(C)n1	1	-10	-2	-9	1	-19	-6	-3
COCCNC(=O)C1CCC(CNS(=O)(=O)c2ccc3c(c2)CC(C)N3C(=O)C2CC2)CC1 (centres undefined)	-2	8	-1	5	3	8	-7	-5
Nc1nnc(CC(=O)N/N=C/c2cc([N+](=O)[O-])cc(Br)c2O)s1	-6	-4	34	10	-22	0	4	-10
O=C(CNCC1CCCO1)Nc1ccccc1-n1cccc1 (centres undefined)	2	10	8	-1	-24	6	-1	1
Cc1cc(C)n(C(=O)CCCCCCCC(=O)n2nc(C)cc2C)n1	9	-8	17	-7	9	11	2	0
O=C(c1cccs1)N(Cc1cccc(Cl)c1)C1CCS(=O)(=O)C1 (centres undefined)	6	-8	-7	-12	6	-19	-4	-9
Cc1ccc(-c2cc(-c3ccccc3Cl)[nH]n2)c(O)c1	-68	28	7	-143	17	-163	27	14
Cc1cc(Nc2ccc3ccccc3c2)n2ncnc2n1	7	-2	-2	18	-1	7	-4	-11
[O-]c1c[n+](-c2ccccc2)no1	5	5	3	-4	-19	3	-5	1
Cc1cc(C)c(C(=O)Nc2ccc(S(=O)(=O)Nc3onc(C)c3C)cc2)c(C)c1	-7	1	-1	-11	1	-2	11	4
O=C(Nc1ccncc1)c1c(Cl)cccc1Cl	1	11	0	6	-3	-59	1	-6
N#Cc1c(C(F)(F)F)cc(-c2ccccc2)nc1SCc1nc(N)nc(N2CCOCC2)n1	4	10	7	7	20	17	-13	2
O=C(CSc1ccc2nnc(CCNC(=O)c3ccccc3)n2n1)Nc1ccc(F)cc1F	4	1	2	17	-11	-21	-1	4
O=C(CN(CCO)c1ccccc1)NC12CC3CC(CC(C3)C1)C2	-1	11	5	-8	8	5	-5	6
Cc1ccccc1NC(=O)CSc1nnc(Cc2cccn2C)n1-c1ccc(F)cc1	-3	6	-12	5	-1	9	11	6
C=CCN(c1ccc(C(=O)Nc2ccc(C)c(C)c2)cc1)S(C)(=O)=O	-18	1	10	-25	2	-45	16	-8
S=C(NCC(c1ccco1)N1CCCC1)Nc1ccccc1 (centres undefined)	5	-1	11	14	-1	-5	-22	10
O=C(CCC(=O)Nc1ccc(Br)cc1)N/N=C/c1ccc(O)cc1	3	1	2	-7	0	9	11	-2
CCOC(=O)C1CCCN(C(=O)c2sc3nc(-c4ccc(OC)cc4)cn3c2C)C1 (centres undefined)	-9	-7	1	4	13	-7	-10	0
CCOc1ccccc1C1CC(=O)NC(SCC(=O)Nc2nccs2)=C1C#N (centres undefined)	-5	5	9	2	2	20	-5	-3
Cc1cccc(NC(=O)c2cc(S(=O)(=O)c3ccccc3)ccc2Cl)c1	-30	-5	25	-8	3	17	6	13
COc1ccc(N(CC(=O)NCCc2ccccc2)C(=O)CCC(=O)Nc2nccs2)cc1	-2	-3	8	1	8	-4	-2	-1
Cc1ccc(-c2nnc(SCC(=O)Nc3ccc4c(c3)OCCO4)n2N)cc1	-4	9	-3	-14	5	-30	-10	-8
CCn1c(=N)n(CC(O)c2ccccc2)c2ccccc21 (centres undefined)	-7	0	-14	-5	5	17	-6	3

Screening results: PubChem BioAssay, Sanford-Burnham Center for Chemical Genomics
